ERK EGF inh: inhibitors of EGF-stimulated ERK signaling pathway | 130,000 compounds, 0.41% hits | Potency, µM (titrated, usually from 11.5 µM), for the others: at the highest dose activity change, negative = inhibition, usual class: inhibitors | AID 1454 | HEK293-V1b, EGF-stimulated phospho-ERK AlphaScreen; active means well fitted inhibition curve with a large enough effect; inconclusive means small, poorly fitted or top-dose-only effect, or effect the other way;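 further: plate controls were stimulated vehicle wells for no effect and unstimulated vehicle basal for full effect; nearly all actives have a fitted effect of over 55% in size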
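HEK293 cells stably expressing V1b receptor, serum-reduced (1% FBS) overnight, got compound for 30 min at 37C, then 25 nM EGF for 5 min. Lysate phospho-ERK read by AlphaScreen SureFire; AC50 from Hill fits.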
Active calls of the source: *; ? = inconclusive; & = joins results of further samples; [ ] = another dose, or the depositor's remark. Potency means the concentration at half of the fitted maximal effect. An excerpt. The share of hits here may be higher or lower than overall.

SMILES	ERK EGF inh
CCSc1nc2c(c(=O)[nH]1)C(c1cccs1)C(C(=O)OC)=C(C)N2 (stereo unspecified)	-1.4%
CC(=O)Nc1ccc(N2N=C(C)C(N=Nc3ccccc3)C2=O)cc1 (stereo unspecified)	-2.2%
O=C(CC12CC3CC(CC(C3)C1)C2)NC(=S)N1CCCCC1	3.1%
O=C(c1ccccc1)c1nccc2ccccc12	4.7%
CCOc1ccccc1N1CCN(Cc2cnc(-c3ccccc3)[nH]2)CC1	-6.4%[57.5 µM]
C/C=C1\C(OC2OC(CO)C(O)C(O)C2O)OC=C(C(=O)OC)C1CC(=O)OCC1C(C)C(OC(=O)CC2C(C(=O)OC)=COC(OC3OC(CO)C(O)C(O)C3O)/C2=C\C)CC1C(CO)CO (stereo unspecified)	-15.2%[57.5 µM]
CCC(CC)C(=O)c1c[nH]c(C(=O)N2CCN(c3ccccc3F)CC2)c1	0.0%
COc1ccc(NC(=S)Nc2ccc(C)c(S(=O)(=O)N3CCCCC3)c2)cc1	-6.8%
COc1nc(Nc2ccc(C(C)C)cc2)nc(OC)n1	10.5%
O=C(OCc1cc([N+](=O)[O-])cc2c1OCOC2)c1ccccn1	1.0%
O=C(NC1CCNCC1)C1CC1	-8.9%
CC(=O)N1C2(C=CC1(C)C(=O)NCc1ccccn1)CCCCC2 (stereo unspecified)	-6.3%
COc1ccc(CCN(C)CCCOc2ccc(S(=O)(=O)c3[nH]c4ccccc4c3C(C)C)cc2)cc1OC	-13.3%
CC(=O)Oc1cccc(-c2nc3ccccc3c(=O)o2)c1	7.6%
CCn1cc(C(=O)O)c(=O)c2cc(F)c(N3CCN(C(=S)NC(=O)c4ccccc4)CC3)cc21	4.7%[57.5 µM]
Cc1ccc(S(=O)(=O)NNC2=NCCCCC2)cc1	-10.6%
O=C(COC(=O)/C=C/c1ccc(F)cc1)Nc1ccc(Cl)cn1	-1.5%
Cc1ccccc1NC(=O)NCc1ccc2c(c1)OCO2	-0.3%
NC(=O)[C@@H]1CCCNc2c(I)cc([N+](=O)[O-])cc2C(=O)N[C@@H](CO)C(=O)NCC(=O)N1	-3.1%
C/[N+]([O-])=C\c1ccc([N+](=O)[O-])o1	0.4%
CSc1ccc(/C=C(/NC(=O)c2ccccc2)C(=O)N2CCN(C)CC2)cc1	-8.3%
Cc1cc(C)nc(NC=C2C(=O)OC(C)(C)OC2=O)n1	-8.7%[57.5 µM]
Cc1cc(C)c2nc(NCCCNC(=S)NCCCN(C)C)c(C#N)cc2c1	?
Cc1ccc(SCC(=O)Nc2ccc(S(N)(=O)=O)cc2)cc1	1.2%
O=C(O)[C@@H](O)c1ccccc1	-2.0%[57.5 µM]
CCCn1nnnc1SCC(=O)NNC(=O)c1ccco1	3.9%
O=C(O)CC1(CC(=O)Nc2ccc3c(c2)C(=O)OC3)CCCCC1	4.4%[57.5 µM]
CN(CC(=O)NC(=O)NCc1ccccc1)Cc1cccc(Cl)c1Cl	-1.9%
COc1ccc(NC(=O)CSCC(=O)NCCc2ccccn2)cc1	-5.8%
COc1ccc(-c2ccc(C(c3c(C)[nH][nH]c3=O)c3c(C)[nH][nH]c3=O)o2)c([N+](=O)[O-])c1	-34.4%
COc1cccc(NC(=O)COC(=O)c2ccccc2C(=O)N2CCN(c3ccccc3)CC2)c1	4.3%
CC1CC(=O)Nc2ccccc2N1C(=O)CN1CCN(c2ccccc2)CC1 (stereo unspecified)	0.2%
NC(=O)c1ccc(NC(=O)c2ccccc2S(=O)(=O)c2ccccc2[N+](=O)[O-])cc1	6.1%
O=C(NNc1ccccc1)C(=O)NNS(=O)(=O)c1ccc([N+](=O)[O-])cc1	-6.6%
O=C(COc1ccc(/C=N/NC(=O)C(=O)N2CCCCC2)cc1)Nc1ccccc1Cl	-1.7%
COc1ccc(NC(=O)Cn2c(=O)n(-c3ccc(CC(=O)NCc4ccco4)cc3)c(=O)c3ccccc32)cc1	7.4%
Cc1cc(Br)ccc1SCC(=O)OCC(=O)NCc1ccc2c(c1)OCO2	-5.8%
CCOC(=O)Nc1ccc2c(COC(=O)CNS(=O)(=O)c3ccc(NC(C)=O)cc3)cc(=O)oc2c1	-0.9%
Cc1ccc(NC(=O)CN(C)S(=O)(=O)c2ccc(Br)s2)cc1F	-4.3%
O=C1Nc2ccc(S(=O)(=O)NCC3CCCO3)c3cccc1c23 (stereo unspecified)	3.0%
CC(C)C(=O)Nc1ccc(S(=O)(=O)Nc2ccccn2)cc1	24.5%
Cc1ccc(COc2ccsc2C(=O)NN)cc1	-7.3%
COc1cc(OC)c(OC)cc1/C=N/NC(=O)C[n+]1ccccc1	2.8%
Cc1ccc(-c2nn(-c3ccccc3)cc2C=O)o1	23.4%
Oc1c(N=Nc2ccccc2)sc2ccccc12	?
CCOc1ccccc1NC(=O)CN(C)S(=O)(=O)c1cccc2nsnc12	3.1%
COc1ccc(N(CC(=O)N/N=C(\C)c2cccs2)S(=O)(=O)c2ccccc2)cc1Cl	-9.1%
CSc1ccccc1NC(=O)COC(=O)c1ccccc1O	7.7%
O=C(O)CC[C@H](NC(=O)c1ccccc1C(=O)O)C(=O)O	-2.0%
O=C(Nc1nnc(-c2ccncc2)o1)C1CCCCC1	0.1%
CC(C)(C)C1CCC(OCC(O)CN2CCN(Cc3ccccc3)CC2)CC1 (stereo unspecified)	-1.9%
Cc1ccc2nc(-c3ccc(N4C(=O)CC(N5CCN(CCO)CC5)C4=O)cc3)sc2c1 (stereo unspecified)	?
CCCCn1c2c(c(=N)c3ccccc31)CCC2	-17.6%[57.5 µM]
Cc1ccc(S(=O)(=O)N2CCC(=O)N(C(COCc3ccccc3)C(C)C)CC2)cc1 (stereo unspecified)	10.8%
COC(=O)Cc1cc(=O)n(-c2nc3ccccc3[nH]2)[nH]1	1.3%
CCCCOc1ccccc1/C=N/NC(=O)CC#N	6.0%
Cc1cc(Cl)ccc1NNC(=O)c1c(C)noc1C	-9.9%[57.5 µM]
CC(c1ccc(F)cc1)n1cc(C(=O)NCc2ccccn2)nn1 (stereo unspecified)	-3.4%
O=C(c1cn(-c2ccccc2)nc1-c1cc2ccccc2oc1=O)N1CCOCC1	-2.7%
COCc1cc(C)nc(OC)c1C(N)=O	-0.3%

More results follow:
SMILES	ERK EGF inh
O=C(NCCc1csc(-c2cccnc2)n1)c1c(F)cccc1F	1.5%[57.5 µM]
Cc1noc(NS(=O)(=O)c2ccc(NC(=O)C34CC5CC(C3)CC(n3cnc(Cl)n3)(C5)C4)cc2)c1C	31.6%
Cc1cc2cc3c(cc2nc1SCC(=O)N1c2ccccc2CC1C)OCO3 (stereo unspecified)	4.7%
Cc1cccc(C)c1N1CCN(C(=O)N2CCOCC2)CC1	2.9%
N#C/C(=C(/O)CCl)c1nnc2n1CCCCC2	-16.9%
Cc1ccc(C)c(NC(=O)CCC(=O)N/N=C/c2cc([N+](=O)[O-])ccc2O)c1	-0.3%
CCOc1cc(Br)ccc1S(=O)(=O)N1CCC(C(N)=O)CC1	-0.2%
COc1cc([N+](=O)[O-])ccc1NC(=O)COC(=O)C=C(C)C	-8.5%
COC(=O)C(Cc1ccccc1)NC(=O)C12CC3CC(CC(C3)C1)C2 (stereo unspecified)	-7.4%
Cn1c(=O)n(C)c2cc([N+](=O)[O-])c(N3CCN(C(=O)c4ccc(F)cc4)CC3)cc21	-7.9%
N#C/C(=C(/O)c1cccs1)c1nc2ccccc2[nH]1	28.8%[57.5 µM]
COC(=O)CCCC1=CC2=CC(=O)C(C)(OC(=O)c3cccs3)C(=O)C2=CN1c1cccc(C#N)c1 (stereo unspecified)	-7.9%[57.5 µM]
CC(=O)c1cc(-c2ccccc2)n(CC(=O)NC2CCCCC2)c1C	-17.0%
CCc1ccccc1NC(=O)CSc1nc2n[nH]c(C)c2c(=N)n1-c1ccc(OC)cc1	3.3%
Cc1ccc(/C=C/C(=O)NCCCN2CCN(CCCNC(=O)/C=C/c3ccc(C)o3)CC2)o1	4.7%
O=C(Oc1ccccc1)N1CCC[C@@]2(CCN(c3ncccn3)C2)C1	-6.2%
CN(C)C(=S)SCC(=O)NC(=O)NC(C)(C)C	1.8%
COc1ccc(NC(=O)Nc2sc(=S)n(C)c2C)cc1	6.0%
Cn1c(=O)c2cc3ccccc3nc2n(C)c1=O	-3.1%[57.5 µM]
Cc1ccc([N+](=O)[O-])cc1S(=O)(=O)N1CCNCC1	-3.0%
CCOc1cc(N2CCOCC2)c(OCC)cc1NC(C)C(=O)N1CCN(CC)CC1 (stereo unspecified)	-6.9%
CCCOc1ccc(N2C(=O)CC(N(Cc3ccco3)C(C)=O)C2=O)cc1 (stereo unspecified)	5.0%
CCCn1nnc(NC(=O)/C=C/c2ccc(C(C)C)cc2)n1	11.4%[57.5 µM]
COc1ccc(NS(=O)(=O)c2ccc3oc(=S)[nH]c3c2)cc1	7.6%[57.5 µM]
CCCNC(=O)C12CCC(C)(c3nc4cc(C)c(C)cc4nc31)C2(C)C (stereo unspecified)	-3.4%
O=C(c1ccccc1)N1CCCCC(Cl)C1=O (stereo unspecified)	-8.8%
O=C(CN1CCOCC1)N1N=C(c2cccs2)CC1c1cccs1 (stereo unspecified)	4.7%
CN(Cc1ccccc1Cl)C(=O)c1cnccc1C(F)(F)F	-1.1%[57.5 µM]
COC(=O)c1c(C)oc(C)c1S(=O)(=O)NC(C)(C)C	-11.9%[57.5 µM]
OCCCc1ccc(O)c(O)c1	-6.2%[57.5 µM]
Cc1cccc(NC(=O)COC(=O)Cc2c[nH]c3ccccc23)c1C	-0.5%
O=c1c2c(-c3ccc([N+](=O)[O-])cc3)csc2nc2n1CCC2	-1.3%
CC(C)c1ccc(NC(=O)Cc2cn(C)c3ccccc23)cc1	-1.4%
CC(=O)Nc1ccccc1Oc1ccccc1	-3.3%
COc1cc(C(=S)N2CCOCC2)cc(OC)c1OC(=O)Cc1ccc(F)cc1	-5.7%
COc1ccc(C)cc1S(=O)(=O)Nc1ccc(F)cc1	-2.1%[57.5 µM]

Taken from above:
Result for `COc1cc(C(=S)N2CCOCC2)cc(OC)c1OC(=O)Cc1ccc(F)cc1` under ERK EGF inh: -5.7%
Result for `COc1ccc(C)cc1S(=O)(=O)Nc1ccc(F)cc1` under ERK EGF inh: -2.1%[57.5 µM]

(next part)
SMILES	ERK EGF inh
CCO[C@@H]1OC(C(=O)N2CCN(Cc3ccc4c(c3)OCO4)CC2)=C[C@H](c2coc3ccccc3c2=O)[C@H]1CCCO	-4.4%[57.5 µM]
COC(=O)CSc1nc(NCc2ccccc2)nc(N(C)C)n1	19.5%
O=C(NC1CCN(Cc2ccccc2)C1)c1cc(COc2ccc(F)cc2F)on1 (stereo unspecified)	-40.0%
CCCNC(=O)COC(=O)c1ccc(S(=O)(=O)N2CCCC2)cc1	3.7%
COC(=O)/C(=C/c1ccc(OC)cc1)NC(=O)c1ccco1	5.2%
O=C(O)c1cc(C(=O)C2CC2)c[nH]1	6.2%
COC(=O)C1CCN(Cc2cn(Cc3ccccc3)nc2-c2cc3ccccc3o2)CC1	-1.8%
CC(C)CCSc1nc2[nH]ncc2c(=O)[nH]1	-6.5%
COc1cccc(C(c2sc3ncnn3c2O)N2CCN(C(=O)c3ccco3)CC2)c1 (stereo unspecified)	8.2%
O=C(CN1C(=O)NC(c2ccccc2)(c2ccccc2)C1=O)Nc1cccnc1Cl	-7.1%
CC[C@H](C)[C@@H](NC(=O)O[C@@H]1C(=O)c2cc(Br)ccc2O[C@H]1c1ccc2c(c1)OCO2)C(=O)OC	3.8%&-2.1%
COc1ccc(C(=O)Nn2c(CCC(=O)O)ccc2-c2ccc(C)cc2)cc1OC	2.5%
Cc1cccc(CN2CCC(CNC(=O)CSc3cc(=O)n(C)c4cc(Cl)ccc34)CC2)c1	-1.0%[57.5 µM]
CCOC(=O)c1cc(C(=O)NC(C)c2ccccc2)c(C)[nH]c1=O (stereo unspecified)	-8.2%
O=C(CN1CCN(c2ccc(C(F)(F)F)cn2)CC1)NCc1ccc2c(c1)OCO2	10.9%[57.5 µM]
CCOc1ccc(NC(=O)Nc2ccc3c(c2)nc(C)n3C)cc1	-17.0%[57.5 µM]
COc1cc(NC(=O)c2ccc(CNc3c(N4CCCC4)c(=O)c3=O)cc2)cc(OC)c1OC	-10.0%[57.5 µM]
CC(C)C(c1nnnn1C1CCCC1)N1CCCc2ccccc21 (stereo unspecified)	3.7%
CN1CCN(/N=C/c2ccc(N(c3ccccc3)c3ccccc3)cc2)CC1	?
Cc1ccc(N2CCN(C3=NC(=O)/C(=C\c4cn[nH]c4-c4ccccc4)S3)CC2)cc1	7.0%
COC(=O)c1ccc2nc(Nc3nc4ccc(F)cc4s3)sc2c1	4.2%
Cc1ccc(C)c(C(=O)COc2ccccc2[N+](=O)[O-])c1	-5.7%
CC1CCc2c(sc(NC(=O)Cn3cnc([N+](=O)[O-])n3)c2C(N)=O)C1 (stereo unspecified)	9.4%
COc1ccc2c(c1)c(CC(=O)Nc1nnc(C3CC3)s1)c(C)n2C(=O)c1ccc(Cl)cc1	-6.6%[57.5 µM]
O=C(N1CCCCC1)N1CCN(C(=O)N2CCCCC2)CC1	-5.0%
CCCc1nc2c(sc3nc4c(cc32)COC(C)(C)C4)c(=O)n1CCN(C)C	-2.0%

In a second layout: entries from further up
SMILES: CCCc1nc2c(sc3nc4c(cc32)COC(C)(C)C4)c(=O)n1CCN(C)C
- ERK EGF inh: -2.0%

SMILES: O=C(CN1CCN(c2ccc(C(F)(F)F)cn2)CC1)NCc1ccc2c(c1)OCO2
- ERK EGF inh: 10.9%[57.5 µM]

SMILES: Cc1ccc(C)c(C(=O)COc2ccccc2[N+](=O)[O-])c1
- ERK EGF inh: -5.7%

SMILES: COC(=O)c1ccc2nc(Nc3nc4ccc(F)cc4s3)sc2c1
- ERK EGF inh: 4.2%

Screening data deposited in PubChem by National Center for Advancing Translational Sciences (NCATS).
